Abeta rescue = compounds reversing amyloid beta toxicity in yeast. Potency, µM (series often up to 46.1 µM), inactives show at the highest dose growth rescue, usual class: activators. 0.063% of 410,000 active. yeast expressing A-beta42, growth rescue, OD600, 48 h; response scale: 0% DMSO, 100% iron-clioquinol control; note: nearly all actives have a fitted effect of over 55% in size
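Growth rescue measured by 600 nm absorbance after 48 h yeast culture at 30 C with compound. Values normalized between DMSO and an equimolar ferric chloride plus clioquinol control.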
FUS suppressor = rescues growth of FUS-expressing yeast. S. cerevisiae FUS-expressing, growth rescue, OD600, 24 h. Potency, µM (doses to about 76.6 µM), for the others: at the highest dose growth rescue (activation), hits mostly activators. 0.24% of 390,000 active. AID 1347120;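 note: plate controls were DMSO vehicle for no effect and reference control for full effect; nearly all actives have a fitted effect of over 55% in size; some results filed as inactive show a strong effect at the top dose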
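S. cerevisiae expressing FUS from galactose induction served as the toxicity model. Growth after 24hr at 30C, read as absorbance at 600 nm, indicates suppression of toxicity; compounds dosed at several concentrations.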
Starred values were filed as active, the others as inactive; ? = inconclusive; [ ] = another dose, or the depositor's remark. Calls come from the whole dose curve; as a rule, active = well fitted activation curve with a large enough effect; inconclusive = small, poorly fitted or top-dose-only effect; inactive = no such curve, though single readings can be large or run the other way. Potency is the fitted concentration of half-maximal effect. This is a subset. The share of hits here may be higher or lower than overall.

SMILES | Abeta rescue | FUS suppressor
CC(=O)Nc1nonc1-c1nnc(SCC(=O)Nc2cccc(C)c2C)n1-c1ccccc1 | 14% | 16%
Cc1ccn2c(=O)cc(CSc3nnc(NC(=O)c4ccccc4Cl)s3)nc2c1 | -15% | -18%
CCC(=O)N1CCc2cc(S(=O)(=O)NC(Cc3ccccc3)C(=O)NCc3ccccc3OC)ccc21 (stereo not drawn) | -18% | -2%
Cc1cccc(C)c1NC(=O)CCSCCc1ccccn1 | -7% | 35%
CCc1ccc(Nc2ncnc3c2cnn3-c2cc(Cl)ccc2C)cc1 | -32%[inhibitor] | -2%
COC(=O)c1ccc(NC(=O)c2cnn(-c3ccc(Cl)cc3)c2C2CCN(C(=O)OC(C)(C)C)CC2)cc1 | -5% | 21%
COc1ccc(C)cc1NC(=O)c1ccc2nc(Cc3ccccc3)oc2c1 | -23% | 12%
COc1cccc(CNC(=O)C2CCN(c3nnc(-n4c(C)ccc4C)s3)CC2)c1 | -13% | 6%
COc1ccccc1-c1noc(-c2ccc(NCC3CCCO3)c([N+](=O)[O-])c2)n1 (stereo not drawn) | -13% | 6%
CCOc1cc(C(=O)Nc2ccc(NC(=O)c3cc4ccccc4o3)c(OC)c2)cc(OCC)c1OCC | -16% | 7%
CC(C)CN(CCNC(=O)c1cn(C)c2ccc(S(=O)(=O)N3CCOCC3)cc2c1=O)CC(C)C | -11% | 7%
Cc1ccc(C)c(N2CCN(C(=O)C3CCN(c4nc5ccc(C)cc5[nH]4)CC3)CC2)c1 | 7% | 15%
O=C(c1cc2ccccc2oc1=O)N1CCN(c2ccc(F)cc2)CC1 | 2% | 17%
CCc1ccc(CNCc2c(C(=O)O)c(C)n(Cc3c(F)cccc3Cl)c2C)cc1 | 10% | 10%
CC(C)Oc1ccc(CNS(=O)(=O)c2ccc(-c3cc(C(F)(F)F)on3)s2)cc1 | -8% | 11%
COc1ccc(C2C=C(c3ccc(C)cc3)Nc3c(C(=O)Nc4ccccc4)cnn32)cc1 (stereo not drawn) | 19% | 37%
CCc1ccc(NC(=O)c2cc(C(C)=O)n3ccccc23)cc1 | 19% | 28%
CCOC(=O)C1CCN(C(c2ccc(F)cc2)c2sc3nc(-c4ccco4)nn3c2O)CC1 (stereo not drawn) | 7% | 24%
Cc1ccc(-c2nc3c(c(SCC(=O)Nc4ccccc4Cl)n2)Cc2c(CO)cnc(C)c2O3)cc1 | -6% | -5%
O=C(OCC1CCCO1)c1ccc2c(c1)N(Cc1c(F)cccc1Cl)C(=O)c1ccccc1S2(=O)=O (stereo not drawn) | 4% | 24%
COc1cccc(C(=O)Nc2ccccc2OCc2cc(=O)n3cc(C)ccc3n2)c1 | -2% | -12%
COc1cccc(CN2CCc3nc(Nc4ccc5c(c4)OCCO5)ncc3C2)c1OC | -15% | 23%
COc1ccc(CCNC(=O)CCCCn2c(=O)c3ccccc3n(CC(=O)Nc3ccc(C)cc3C)c2=O)cc1OC | -3% | 4%
O=C(CSc1nnc(-c2ccccc2)c(-c2ccccc2)n1)NC1CCCCC1 | -10% | -1%
COc1nc(-c2ccccc2)ccc1-c1noc(-c2ccccc2Br)n1 | 0% | -24%
Cc1ccc(NC(=O)COc2ccc(-c3nn(C)c(=O)c4ccccc34)cc2)cc1 | 7% | 27%
COc1ccc(Cl)cc1NC(=O)COc1cccc2c(=O)n(C)ccc12 | 5% | 6%
CC(=O)Nc1ccc(NS(=O)(=O)c2c(C(=O)N3CCC(C)CC3)c(C)n(C)c2C)cc1 | -10% | 2%
CC(C)(C)c1ccc(C(=O)NC(Cc2c[nH]c3ccccc23)C(=O)OCC(=O)c2ccc(Cl)cc2)cc1 (stereo not drawn) | 4% | ?
Cc1cc(C)c2c(n1)SCC(=O)N2CC(=O)Nc1cccc(C)c1C | -12% | 2%
COc1cccc(Cn2c(SCC(=O)N(C)c3ccccc3)nc3ccccc32)c1 | -3% | ?
COc1cc(-c2nnc(SCC(=O)Oc3ccccc3)o2)cc(OC)c1OC | 22% | -6%
CCc1nc(-c2ccc(C)c(S(=O)(=O)N3CCN(c4ccc(C(C)=O)cc4)CC3)c2)no1 | -13% | ?
O=C(NCCCN1CCN(c2ccccc2)CC1)c1cc2c(s1)-c1ccccc1OC2 | -16% | 24%
CCN(CC)c1ccc(NC(=O)c2cc(CN3CCCC3)on2)c(C)c1 | -10% | 17%
O=C(Nc1cccc(Br)c1)c1cc(-c2ccc3c(c2)OCCO3)on1 | -30% | 11%
CCOc1ccccc1NC(=O)c1cnc(N2CCOCC2)c2ccccc12 | -4% | 15%
COc1ccc(CCNC(=O)CCCn2c(=O)c3cccn3c3cccnc32)cc1OC | -13% | -22%
CC(=O)c1cc(-c2ccccc2)n(CC(=O)Nc2ccc(C)cc2C)c1C | -20% | -7%
Cc1ccc(CSCCNC(=O)C2CCN(S(=O)(=O)Cc3ccccc3)CC2)cc1 | -8% | 2%
Cc1nn(C)c2c1c(C(F)(F)F)cc(=O)n2C(C)C(=O)NCc1ccc(Cl)cc1 (stereo not drawn) | -9% | 13%
COCCCNC(=O)c1nn(-c2ccc(C)cc2)c(=O)n(C)c1=O | -22% | -27%
Cc1ccc(CNC(=O)c2cc(-c3ccc(C)c(C)c3)nc3ccccc23)cc1 | 10% | -20%
CC(C)CCNC(=O)c1ccc2nc(CCc3ccccc3)oc2c1 | 4% | -11%
CCn1cc(C(=O)NCCc2ccc(Cl)cc2)c(=O)c2cc(S(=O)(=O)N3CCCCCC3)ccc21 | 8% | 11%
COc1ccccc1-n1c(/C=C/c2c(C)n(C)c3ccccc23)nc2ccccc2c1=O | -21% | 9%
Cc1ccc(C(=O)NCCSc2c[nH]c3ccccc23)cc1C | 10% | 11%
COc1ccc(NC(=O)COc2ccc(S(=O)(=O)NC3CCCCC3)cc2)c(OC)c1 | -9% | 1%
O=C(Cn1ncc2c(Cl)cccc21)NCc1cccc(F)c1 | -14% | -16%
COc1cc(C(=O)N2CCN(c3ccc(Nc4ccccc4)nn3)CC2)cc(OC)c1OC | 13% | 2%

(cont.)
SMILES | Abeta rescue | FUS suppressor
COc1cccc(CNC(=O)c2cc3c(=O)oc4ccc(C)cc4c3s2)c1 | -5% | 0%
CCOc1ccccc1N(CC)C(=O)Cn1ncc2c1-c1ccccc1OC2 | -5% | 35%
CCC1Oc2ccccc2N(CC(=O)NCc2ccc(C)cc2)C1=O (stereo not drawn) | -18% | 26%
CC1CCC(NC(=O)c2ccc(CS(=O)(=O)c3cccc(C(F)(F)F)c3)o2)CC1 (stereo not drawn) | 2% | 26%
Cn1cnc2c(=O)oc3ccc(S(=O)(=O)N4CCN(c5cccc(Cl)c5)CC4)cc3c21 | -3% | -16%
Cc1ccc(-n2c(=O)cc(N3CCN(c4ccccc4Cl)CC3)[nH]c2=O)cc1 | -4% | -3%
CCOc1ccc(-c2nnc(SCC(=O)Nc3ccc(C)cc3Cl)o2)cc1 | 0% | 13%
COc1ccc(C2C=C(c3cccc(OC)c3)Nc3c(C(=O)Nc4ccccc4)cnn32)cc1 (stereo not drawn) | 20% | ?
CCOC(=O)c1nnn(CC(=O)NC(=O)Nc2ccccc2F)c1C(=O)OCC | -6% | 32%
Cc1cc(-n2c(SCC(=O)NCc3ccccc3)nc3ccsc3c2=O)ccc1Cl | -2% | -3%

Overlap with the part before: 4 compounds; new compounds follow.
SMILES | Abeta rescue | FUS suppressor
CCOc1ccc(-c2nnc(SCC(=O)Nc3ccc(C)cc3Cl)o2)cc1 | 0% | 13%
COc1ccc(C2C=C(c3cccc(OC)c3)Nc3c(C(=O)Nc4ccccc4)cnn32)cc1 (stereo not drawn) | 20% | ?
CCOC(=O)c1nnn(CC(=O)NC(=O)Nc2ccccc2F)c1C(=O)OCC | -6% | 32%
Cc1cc(-n2c(SCC(=O)NCc3ccccc3)nc3ccsc3c2=O)ccc1Cl | -2% | -3%
O=C1c2oc3ccccc3c(=O)c2C(c2cccc(Br)c2)N1c1ccccn1 (stereo not drawn) | 8% | -12%
Cc1cccc(-c2nc3scc(CCNS(=O)(=O)c4ccc(Oc5ccccc5)cc4)n3n2)c1 | -5% | -2%
CCCS(=O)(=O)N1CC(=O)N(c2cccc(Cl)c2)C(C)(C(=O)NC2CCCCC2)C1 (stereo not drawn) | -40%[inhibitor] | 17%
Cc1ccc(N2CCN(S(=O)(=O)c3cc(Br)cc4c3N(C(=O)C3CC3)CC4)CC2C)cc1 (stereo not drawn) | -10% | -19%
Cc1ccc(C(=O)N(Cc2ccc(N(C)C)cc2)CC2CCCO2)cc1 (stereo not drawn) | 12% | -14%
COC(=O)c1ccc(NC(=O)CSc2ccc(-c3cccs3)nn2)cc1 | -51%[inhibitor] | 21%
Cc1noc(Cn2c(=O)c3cc4c(cc3n(CC(=O)Nc3ccccc3F)c2=O)OCO4)n1 | 9% | -9%
CCCCN(CCCC)CCNC(=O)c1cc(=O)[nH]c2ccc(S(=O)(=O)N3CCCCCC3)cc12 | -2% | 9%
COc1ccc(C)cc1NC(=O)COc1cc(=O)n(C)c2ccccc12 | -5% | -27%
Cc1ccccc1CSc1nc2c(sc3ccccc32)c(=O)n1CCCOC(C)C | -10% | -7%
Cn1cc(-c2cc3n(n2)CCC(=O)N3CCCC(=O)Nc2ccc(Cl)cc2)c2ccccc21 | -8% | 31%
Cc1ccc(C)c(Cn2c(=O)n(-c3ccccc3)c(=O)c3c4c(sc32)CCCC4)c1 | -3% | -23%
COc1ccc(-c2nc3ccccc3o2)cc1NC(=O)c1ccc(-c2ccc(C)c(Cl)c2)o1 | 4% | 8%
CCc1ccc(NC(=O)CC2C(=O)N(c3cccc(C)c3)C(=O)N2Cc2ccc(F)cc2)cc1 (stereo not drawn) | 4% | 41%
COc1ccc(CNC(=O)Cc2csc3ccccc23)cc1OC | -6% | 2%
O=C(Cn1c(=O)n(Cc2ccc(Cl)cc2)c(=O)c2cccnc21)Nc1ccccc1C(F)(F)F | -16% | 3%
COC(=O)c1cc2oc(C)cc2n1Cc1cc(C)ccc1C | -10% | 4%
O=C(c1ccc2c(c1)OCCO2)N(Cc1cccnc1)c1nc2c(Cl)cccc2s1 | -18% | 43%
CCOc1ccccc1N1CCN(S(=O)(=O)c2ccc(C3CCCCC3)cc2)CC1 | -2% | -20%
CCOC(=O)Cn1c(=O)oc2cc(S(=O)(=O)N3CCN(c4ccc(F)cc4)CC3)ccc21 | -14% | 5%

Sorted by number of heavy atoms (largest number first): some entries from above.
SMILES | Abeta rescue | FUS suppressor
CCc1ccc(NC(=O)CC2C(=O)N(c3cccc(C)c3)C(=O)N2Cc2ccc(F)cc2)cc1 (stereo not drawn) | 4% | 41%
CCOC(=O)Cn1c(=O)oc2cc(S(=O)(=O)N3CCN(c4ccc(F)cc4)CC3)ccc21 | -14% | 5%
COC(=O)c1cc2oc(C)cc2n1Cc1cc(C)ccc1C | -10% | 4%

More records.
SMILES | Abeta rescue | FUS suppressor
CCOC(=O)c1c(C)c(-c2ccccc2)n(CC(=O)NC(CC)Cc2ccccc2)c1C (stereo not drawn) | -4% | 7%
Cc1ccc(-c2nnc(Nc3ccc(C(=O)N(C)C)cc3)c3ccccc23)cc1S(=O)(=O)N(C)C | -15% | 25%
COc1ccc(-c2nnc(SCC(=O)NC3CCCCC3)nc2-c2ccc(OC)cc2)cc1 | 10% | ?
CCn1cc(S(=O)(=O)c2cccc(C)c2)c(=O)c2cc(F)c(N3CCN(c4ccccc4)CC3)cc21 | -1% | 8%
CCCCNc1nc2c(c(=O)n(Cc3ccc(Cl)cc3)c(=O)n2C)n1C | 15% | 22%
CCOC(=O)c1ccc(NC(=O)CN2Cc3ccccc3C2=O)cc1 | 4% | -13%
Cc1c(C(=O)NCc2ccccc2Br)oc2ccc3c(c12)C(=O)CC(C)(C)O3 | -2% | -5%
CCCc1nnc(NC(=O)CSc2nnc3c4ccccc4n(CC)c3n2)s1 | 0% | -24%
COc1ccc(OCc2nc(-c3ccc(-n4cccc4)cc3)no2)cc1 | -5% | -10%
COc1ccc2oc(=O)cc(CN3CCN(C(=O)c4ccccc4)CC3)c2c1 | 1% | -14%

Pulled one by one from the list above (4):
SMILES | Abeta rescue | FUS suppressor
CCOC(=O)c1ccc(NC(=O)CN2Cc3ccccc3C2=O)cc1 | 4% | -13%
Cc1ccc(-c2nnc(Nc3ccc(C(=O)N(C)C)cc3)c3ccccc23)cc1S(=O)(=O)N(C)C | -15% | 25%
COc1ccc(-c2nnc(SCC(=O)NC3CCCCC3)nc2-c2ccc(OC)cc2)cc1 | 10% | ?
COc1ccc(OCc2nc(-c3ccc(-n4cccc4)cc3)no2)cc1 | -5% | -10%

Additional compounds follow:
SMILES | Abeta rescue | FUS suppressor
Cc1ccccc1NC(=O)CN(C)S(=O)(=O)c1cccc2nsnc12 | 7% | -2%
Cc1cccc(NC(=O)c2ccc(F)c(S(=O)(=O)NCc3ccc4c(c3)OCO4)c2)c1 | 6% | 22%
COc1ccccc1NC(=O)C1=C(C)Nc2nc(SCc3cccc(F)c3)nn2C1c1ccc(C(=O)O)cc1 (stereo not drawn) | -12% | -10%
O=C(NCCCN1CCN(c2ccccc2)CC1)c1ccc2nc(CCc3ccccc3)oc2c1 | -36%[inhibitor] | 4%
CCC(C)Nc1oc(-c2ccc(COc3ccc(Cl)cc3)o2)nc1C#N (stereo not drawn) | 11% | 0%
CC1CCCCN1C(=O)CSc1c2c(nc3cc(Cl)ccc13)CCCC2 (stereo not drawn) | 4% | -6%
O=C(c1cccs1)c1cn(CCOc2ccccc2Cl)c2ccccc12 | 4% | -4%
